Source: PubChem
SMARCA2 act: SMARCA2 (BRM) function activators, primary screen, cell-based, luminescence, high throughput | MG213 cells, MMTV-luciferase reporter, dexamethasone, overnight | activation, % at 9.1 µM | 370,000 compounds, 1% hits; in the data active = activation above about 7.8%;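 also: 0% = vehicle wells and 100% = reference activator wells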
ADAM17 inh: ADAM17 inhibitors, primary screen, biochemical, QFRET. recombinant ADAM17, EDANS/DABCYL FRET peptide cleavage. Disintegrin and metalloproteinase domain-containing protein 17 (Homo sapiens), P78536. inhibition, % at 6.95 µM. 370,000 compounds, 0.83% hits. AID 720648, 2013;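 active = inhibition above the mean of compounds lying between control limits plus 3 SD, set per campaign, cut at about 8.5% in these data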;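 also: 0% = DMSO-only wells as the low control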
Target sequence (P78536 215-824 limits assumed): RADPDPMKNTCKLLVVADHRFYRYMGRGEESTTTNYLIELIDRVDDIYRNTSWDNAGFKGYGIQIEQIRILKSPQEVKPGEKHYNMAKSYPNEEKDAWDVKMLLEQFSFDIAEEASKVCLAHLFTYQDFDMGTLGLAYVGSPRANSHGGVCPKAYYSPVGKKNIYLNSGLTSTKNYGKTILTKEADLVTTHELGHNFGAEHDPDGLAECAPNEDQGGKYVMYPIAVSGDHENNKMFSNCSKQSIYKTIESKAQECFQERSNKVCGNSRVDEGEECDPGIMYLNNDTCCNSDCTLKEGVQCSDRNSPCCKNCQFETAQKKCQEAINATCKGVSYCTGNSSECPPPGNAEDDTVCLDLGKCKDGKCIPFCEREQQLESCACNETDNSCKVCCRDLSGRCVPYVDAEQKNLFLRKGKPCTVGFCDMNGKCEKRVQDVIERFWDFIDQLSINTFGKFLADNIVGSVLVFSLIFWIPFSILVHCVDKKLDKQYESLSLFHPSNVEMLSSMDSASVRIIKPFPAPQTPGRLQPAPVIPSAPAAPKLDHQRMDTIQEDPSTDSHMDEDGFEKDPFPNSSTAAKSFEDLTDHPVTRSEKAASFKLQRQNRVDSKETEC
DAX1 inh-1: DAX1 (NR0B1) inhibitors on StAR promoter, primary screen, cell-based, luminescence, SF-1 (NR5A1), full-length DAX-1. AID 652010, 2013. 370,000 compounds, 1.1% hits. HEK293T StAR-luciferase reporter, SF-1/DAX-1 repression relief. inhibition, % at 6.8 µM;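 active = inhibition above the mean over all tested compounds plus 3 SD, cut at about 3.6% in these data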;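 also: 0% = DAX-1 cells with DMSO and 100% = cells lacking DAX-1 with DMSO; higher inhibition means more luminescence from relief of DAX-1 repression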
hgDAF12 agonist: H. glycines DAF-12 receptor agonists, primary screen, cell-based, luminescence, HEK293, GAL4 fusion, UAS-luciferase; Nuclear hormone receptor DAF-12 (Heterodera glycines), GAL4 fusion; HEK293 GAL4-hgDAF12 UAS-luciferase reporter, agonist luminescence; normalized to butyrate control; activation, % at 6.8 µM; 370,000 compounds, 1.8% hits;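 active = activation above a cutoff set at the mean of all screened compounds plus 3 SD, cut at about 10% in these data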;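 also: 0% = DMSO wells and 100% = sodium butyrate wells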
PG9 Ab binder: binders of HIV-1 gp120 antibody PG9, primary screen, biochemical, TR-FRET | HIV-1 gp120 / PG9 antibody interaction | TR-FRET gp120-PG9 antibody binding | inhibition, % at 6.7 µM | 360,000 compounds, 0.43% hits | AID 624416, 2012; in the data active = inhibition above about 8.5%
GAA850 FXN act: FXN promoter activators, primary screen, cell-based, luciferase luminescence, HEK293 lucGAA850; HEK293 lucGAA850 FXN promoter luciferase reporter, 24 h; percent of 10 µM SAHA response; activation, % at 6 µM; 360,000 compounds, 0.56% hits; AID 540364, 2011;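 active = activation above the average of all compounds screened plus 3 SD, cutoff fixed separately per campaign, cut at about 7.5% in these data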;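 also: 0% = DMSO wells and 100% = 10 µM SAHA wells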
GC-A act: GC-A stimulated cGMP production enhancers – HEK293 GC-A cells, cGMP TR-FRET, EC30 ANP, primary screen; Atrial natriuretic peptide receptor 1 (Homo sapiens), P16066; AID 1671463, 2021; activation, % at 10 µM; 370,000 compounds, 0.14% hits; 0% at EC30 ANP, 100% saturating ANP; in the data active = activation above about 40%
ADAM10 inh: human ADAM10 inhibitors, primary screen, biochemical, QFRET, HTS | Disintegrin and metalloproteinase domain-containing protein 10 (Homo sapiens), O14672 | recombinant ADAM10, EDANS/DABCYL FRET peptide cleavage, 3 h | inhibition, % at 7 µM | 370,000 compounds, 0.62% hits | AID 720582, 2013;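 active = inhibition above a per-campaign cutoff equal to the mean of compounds falling between control-based bounds plus 3 SD, cut at about 20% in these data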;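 also: 0% = DMSO wells while the 100% control is not disclosed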
hcDAF12 agonist: H. contortus DAF-12 nuclear receptor activators, primary screen, cell-based, luminescence, HEK293, lit1-tk-luc reporter; AID 652067, 2013; HEK293 hcDAF-12 lit1-tk-luc reporter; 0% DMSO, 100% Δ7-dafachronic acid; 370,000 compounds, 1.4% hits; activation, % at 6.8 µM;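 active = activation above the mean of all tested compounds plus 3 SD, cut at about 5.5% in these data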;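 also: 100% = response to 3 µM Δ7-dafachronic acid high control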
ssDAF-12 act: S. stercoralis DAF-12 nuclear receptor activators, primary screen, cell-based, luminescence, HEK293, GRIP1 co-expression, lit1-tk-luc | Nuclear hormone receptor DAF-12 (Strongyloides stercoralis) | HEK293 ssDAF-12/GRIP1 lit1-tk-luc reporter; % of 3 µM dafachronic acid response | activation, % at 6.8 µM | 370,000 compounds, 1% hits | AID 652126, 2013;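 active = activation above the mean over all tested compounds plus 3 SD, cut at about 0.9% in these data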;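 also: 0% = DMSO-only wells and 100% = 3 µM delta7-dafachronic acid wells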
DAX1 inh-2: DAX1 (NR0B1) inhibitors, primary screen, cell-based, HEK293, Gal4-DAX1, luciferase luminescence; HEK293 Gal4-DAX1 luciferase reporter; inhibition, % at 6.75 µM; 340,000 compounds, 0.99% hits; AID 504766, 2011;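 active = inhibition above the mean over all tested compounds plus 3 SD, cut at about 4.2% in these data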;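 also: 0% = DAX1-transfected cells with DMSO and 100% = empty-vector control cells with DMSO; inhibition shows as a rise in luminescence from relieved DAX1 repression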
Target sequence (P51843 207-470 limits assumed): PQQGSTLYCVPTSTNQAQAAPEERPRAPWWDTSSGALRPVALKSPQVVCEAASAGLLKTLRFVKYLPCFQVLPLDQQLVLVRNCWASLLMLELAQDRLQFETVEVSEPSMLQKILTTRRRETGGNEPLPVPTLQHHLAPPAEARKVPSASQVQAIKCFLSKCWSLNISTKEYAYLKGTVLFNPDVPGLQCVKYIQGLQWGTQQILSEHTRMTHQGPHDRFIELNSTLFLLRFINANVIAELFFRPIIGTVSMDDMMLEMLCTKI
An asterisk follows results filed as active; . = not tested or not shown.

SMILES | SMARCA2 act | ADAM17 inh | DAX1 inh-1 | hgDAF12 agonist | PG9 Ab binder | GAA850 FXN act | GC-A act | ADAM10 inh | hcDAF12 agonist | ssDAF-12 act | DAX1 inh-2
O=S(=O)(c1cccs1)n1cccn1 | -3 | -6 | -0.5 | 0.5 | 1.5 | -1.9 | 3 | -6 | -0.4 | -0.9 | -0.3
c1ccc(-c2nc3ccccc3c3nc4ccccc4n23)cc1 | 5 | -65 | -0.3 | -1.5 | -0.1 | 2.7 | -2 | -183 | -2.9 | -2.0 | 1.2
O=C(COC(=O)Cc1cccc2ccccc12)Nc1ccccc1-c1ccccc1 | -2 | 1 | -0.1 | 2.1 | -0.7 | -1.2 | -9 | 0 | -2.0 | -1.2 | -0.1
O=C(NC1CC1)c1cc(=O)c2ccccc2o1 | -3 | -2 | -0.2 | 1.6 | -0.6 | -0.1 | 4 | 2 | -2.0 | -0.7 | 0.9
CCc1cccc(NC(=O)Cn2c(=O)n(CCC(=O)NCC3CCCO3)c(=O)c3cc(OC)c(OC)cc32)c1 (configuration not stated) | 0 | -22 | -0.1 | 1.1 | -2.0 | -1.1 | -8 | -66 | -0.9 | -0.6 | -1.5
CCOc1ccc(-n2c(=O)c3sccc3n(Cc3cccc([N+](=O)[O-])c3)c2=O)cc1 | -4 | -8 | 0.3 | -1.3 | 1.1 | 1.9 | 1 | 0 | -0.1 | -1.0 | 2.1
CC(NC(=O)Cc1cccs1)C(c1cccs1)N1CCN(c2ccccc2)CC1 (configuration not stated) | 1 | 0 | -0.4 | -0.9 | -0.4 | -2.0 | -2 | 4 | -0.8 | -2.1 | 1.4
CCOC(=O)N1CCC(Nc2c(Nc3ccc(F)cc3)c(=O)c2=O)CC1 | -1 | 1 | 0.6 | 3.8 | -3.7 | 1.6 | -3 | -10 | -0.1 | -0.2 | 1.3
Cn1ncc(Cl)c1C(=O)N1CCN(c2ncccn2)CC1 | -2 | -9 | 0.1 | -0.8 | -1.1 | 0.9 | 1 | -18 | -1.1 | -1.6 | -1.5
O=C(CCCn1c(=O)c2cccn2c2cccnc21)N1CCN(c2ccccc2F)CC1 | -2 | 1 | -0.1 | 0.0 | 0.9 | 0.8 | -1 | -3 | -0.2 | -0.8 | 0.5
COc1cc(F)ccc1S(=O)(=O)NCc1cccnc1 | -3 | -3 | -0.4 | 0.6 | 0.7 | -0.7 | 0 | -2 | -3.6 | -1.2 | 1.8
CCN(Cc1ccccc1)C(c1ccc(C(F)(F)F)cc1)c1nnnn1C(C)(C)C (configuration not stated) | 0 | 0 | 0.8 | -1.7 | 2.4 | 0.7 | -1 | 2 | -1.5 | -0.8 | -0.6
Cc1c(NC(=O)c2ccc3c(c2)C(=O)N(CC2CCCO2)C3=O)cccc1C(=O)O (configuration not stated) | 2 | -5 | 0.0 | 0.3 | -2.4 | 0.3 | 10 | -6 | -0.9 | -0.7 | 0.2
COc1ccc(Nc2nc(N)nc(CN3CCC(C)CC3)n2)cc1 | 1 | -5 | 0.8 | 0.7 | -0.7 | 2.7 | 1 | -2 | -0.1 | -1.5 | -0.3
O=C(NCc1ccccn1)c1cc(-c2ccccc2Cl)nc2ccccc12 | -2 | 3 | -0.4 | 1.4 | -2.8 | 0.0 | 1 | 1 | -0.1 | -0.8 | -1.6
O=C(c1ccco1)N1CCN(c2ncnc3c2oc2ccccc23)CC1 | 1 | -5 | 1.4 | 7.3 | -0.6 | 6.0 | -2 | -16 | 3.0 | 0.0 | 0.5
CCc1ccc2[nH]c(=O)c(-c3ccccc3)c(O)c2c1 | -2 | -5 | 0.2 | 2.0 | 0.8 | 0.0 | -3 | -5 | -1.6 | -1.2 | 0.1
CCc1nc2oc3ccccc3c(=O)c2cc1C(=O)OC | 2 | -9 | -0.3 | 2.3 | -2.5 | 4.4 | 6 | -13 | 0.9 | -0.8 | 3.8
CCc1nnc(SCC(=O)N2CCc3ccccc32)n1CC | 0 | -3 | -0.8 | 1.7 | -2.4 | 1.9 | 0 | -15 | -1.2 | -0.9 | -0.3
OCCNCc1ccc(-c2ccccc2)cc1 | 8.2* | -1 | 0.0 | 3.1 | -1.4 | 2.8 | -1 | 6 | 3.2 | -1.0 | -0.5
COC(=O)[C@@]12C[C@@H](CC(=O)NCc3cccc(C(F)(F)F)c3)C(=O)N(CCc3ccc(OC)c(OC)c3)C1=CCC(C)(C)C2 | -5 | 6 | 0.0 | -3.3 | 0.7 | . | -2 | 17 | -2.1 | -1.3 | .
O=C(Nc1cccnc1)c1cc(-c2ccc(F)cc2)on1 | 2 | -2 | 0.0 | 3.3 | 0.4 | -0.1 | 11 | -1 | -1.7 | -1.8 | 2.4
CC12C(=O)N(c3ccc(C(=O)N4CCOCC4)cc3)C(=O)C1C1c3ccccc3C2c2ccccc21 (configuration not stated) | -3 | 3 | 0.5 | -1.3 | 0.0 | . | -3 | -6 | -1.0 | -1.6 | .
O=C(CC(c1ccccc1)c1ccccc1)Nc1ccc2c(c1)OCCO2 | -4 | 12* | -2.2 | -8.3 | -2.5 | -6.3 | 0 | 16 | -3.4 | -2.4 | -0.9
COc1cc(Cl)c(CN2CCCC(CO)(Cc3ccccc3)C2)cc1OC (configuration not stated) | -2 | 4 | 0.1 | 0.0 | 0.1 | -1.0 | -10 | 2 | 0.0 | -0.8 | -0.5
COc1cc(N2C(=O)C=CC2=O)ccc1N1C(=O)C=CC1=O | 7 | -4 | 1.8 | -1.0 | 3.5 | -6.3 | 21 | 1 | -1.0 | -0.5 | 0.3
CC(C)(C)S(=O)N1Cc2cn(Cc3ccccc3)c(=O)cc2[C@@H]1CCO (some centres not stated) | 0 | -7 | 0.2 | 9.0 | 0.3 | 0.7 | 4 | -24 | 0.0 | -1.5 | -0.1
O=C1C2C(c3ccccc3)(C(=O)N1c1ccc(Cl)cc1)C2(c1ccccc1)c1ccccc1 (configuration not stated) | -6 | 7 | -1.8 | -3.2 | 0.6 | -2.0 | -2 | 4 | -1.5 | -1.9 | -1.9
CCC(=O)N1CCc2cc(S(=O)(=O)NC(C(=O)NC3CCCc4ccccc43)C(C)C)ccc21 (configuration not stated) | 0 | 2 | -0.1 | 0.5 | 0.1 | -2.0 | 0 | 3 | 1.2 | -0.8 | -2.1
C/C(CC(=O)Nc1ccc(N(C)C)cc1)=N\NC(=O)c1ccccc1Cl | 4 | 1 | 1.1 | 6.6 | -4.3 | -0.4 | -5 | 5 | 1.8 | -0.9 | -0.3

Overlap with the part before: three compounds, followed by the next part.
SMILES | SMARCA2 act | ADAM17 inh | DAX1 inh-1 | hgDAF12 agonist | PG9 Ab binder | GAA850 FXN act | GC-A act | ADAM10 inh | hcDAF12 agonist | ssDAF-12 act | DAX1 inh-2
O=C1C2C(c3ccccc3)(C(=O)N1c1ccc(Cl)cc1)C2(c1ccccc1)c1ccccc1 (configuration not stated) | -6 | 7 | -1.8 | -3.2 | 0.6 | -2.0 | -2 | 4 | -1.5 | -1.9 | -1.9
CCC(=O)N1CCc2cc(S(=O)(=O)NC(C(=O)NC3CCCc4ccccc43)C(C)C)ccc21 (configuration not stated) | 0 | 2 | -0.1 | 0.5 | 0.1 | -2.0 | 0 | 3 | 1.2 | -0.8 | -2.1
C/C(CC(=O)Nc1ccc(N(C)C)cc1)=N\NC(=O)c1ccccc1Cl | 4 | 1 | 1.1 | 6.6 | -4.3 | -0.4 | -5 | 5 | 1.8 | -0.9 | -0.3
COc1ccccc1NC(=O)COn1nnc2ccc(S(=O)(=O)N3CCOCC3)cc21 | -1 | -4 | -0.9 | -1.4 | -1.4 | -1.4 | 4 | -8 | -2.4 | -1.3 | -0.2
Cc1c(Cl)cccc1NC(=O)CCN1CCCCCC1 | 0 | -1 | -0.5 | 0.6 | -0.4 | 0.1 | -4 | -1 | -1.2 | -1.5 | 2.3
Cc1nn(-c2ccccc2)c(C)c1/C=N/NC(=O)c1cc(-c2ccccc2)n[nH]1 | 0 | 0 | -0.9 | -3.8 | -1.9 | 1.1 | 1 | 0 | -0.8 | -0.4 | -1.4
CCC(C)(C)n1nnnc1C(c1ccc2ncccc2c1)N1CCCCCC1 (configuration not stated) | -3 | -7 | -0.1 | -0.7 | 1.0 | 1.0 | -4 | 1 | -1.2 | -0.9 | 2.5
O=C(NC(=S)Nc1ccccc1N1CCOCC1)c1cccc([N+](=O)[O-])c1 | -2 | -10 | -1.3 | 0.1 | -4.2 | 0.7 | 3 | 6 | -2.1 | -1.0 | -1.0
Cc1c2cnn(CC(=O)NCCN3CCOCC3)c(=O)c2c(C)n1Cc1ccccc1 | -2 | 0 | 1.1 | -1.1 | -2.1 | -2.4 | 0 | -13 | 0.7 | 0.0 | -0.3
O=C(Cn1cnc([N+](=O)[O-])c1)c1ccc(Cl)cc1 | 1 | 0 | 1.1 | -1.3 | -1.9 | -1.6 | 2 | 2 | -1.6 | -1.4 | 2.0
CCC1CN(C(=O)N2CCC(C(=O)NCc3ccccc3C)CC2)c2ccccc2O1 (configuration not stated) | -1 | 4 | -0.4 | -1.2 | 0.1 | -2.4 | -1 | 3 | -1.8 | -1.1 | 0.3
O=C(N[C@@H](Cc1cccnc1)C(=O)N1CCC[C@H]1C(=O)NCCc1ccccc1Cl)c1cccs1 | -1 | -1 | 0.3 | -1.3 | -1.1 | . | 2 | 2 | -1.8 | -1.7 | .
O=C(NCCc1ccc(Cl)cc1Cl)c1ccc2nc[nH]c2c1 | 0 | 3 | 2.5 | -1.4 | 0.9 | -0.7 | 1 | 12 | -0.8 | -1.1 | -1.0
CCc1ccc(-n2c(C)nc3cc(C(=O)NCc4cccnc4)ccc32)cc1 | -2 | -3 | -0.9 | 0.8 | 0.4 | 1.6 | -1 | -2 | -0.8 | -2.0 | -0.7
Cc1ccc(S(=O)(=O)NCc2ccc(C(=O)N(C)CCC#N)cc2)cc1 | 0 | -6 | 0.5 | 1.3 | 0.0 | 6.5 | 3 | -11 | -1.4 | -0.7 | -0.2
CC(=O)Nc1ccc(OC(=O)c2ccc(Br)c([N+](=O)[O-])c2)cc1 | 1 | 0 | -0.1 | -3.0 | -1.5 | 0.0 | 18 | 2 | -2.3 | -1.1 | 1.4
COc1ccccc1-n1c(C)nnc1SCC(=O)Nc1cccc(C(C)=O)c1 | -5 | 2 | -1.0 | -2.2 | 0.6 | -0.1 | -3 | -3 | 0.1 | -0.7 | 0.9
